Source: PubChem BioAssay
E coli growth = bacterial growth inhibition, counter-screen for AddAB inhibitors | 330,000 compounds, 0.27% hits | inhibition, % at 11.9 µM | E. coli V3065 growth, OD600 absorbance, 18 h;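 active means inhibition above the campaign's mean inhibition across all tested compounds plus 3 SD, cut at about 9.9% in these data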;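 further: uninfected addAB+ strain grown without phage in ampicillin broth; 0% = DMSO wells and 100% = ciprofloxacin 0.95 µg/ml wells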
PKA-R1A activ = PKA-R1A complex activation; P00514+P68181; PKA-R1A dissociation, Cy5-IP20 fluorescence polarization; scaled: DMSO 0%, 113 µM cGMP 100%; activation, % at 11.4 µM; 340,000 compounds, 0.083% hits; AID 504707;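 active means percent activation above the mean of all tested compounds plus 3 SD, cut at about 19% in these data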;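 further: higher means more PKAc released from R1A so a rise in polarization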
phage Ecoli inh = E. coli growth loss with phage present; growth absorbance; inhibition, % at 11.9 µM; 360,000 compounds, 0.26% hits; AID 651602; in the data active means inhibition above about 11%
AddAB inh = less growth of phage-infected E. coli with AddAB. E. coli expressing H. pylori AddAB, absorbance growth. inhibition, % at 11.9 µM. 330,000 compounds, 0.29% hits. AID 435030; in the data active means inhibition above about 12%;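 further: 0% = vehicle wells of infected cells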
HTR5A ag = HTR5A agonism, opioid heterodimer counter-screen; HTR5A agonist assay, luminescence, cell-based; P47898; 340,000 compounds, 0.61% hits; activation, % at 9.3 µM; in the data active means activation mostly above about 9.5%, no sharp cut-off; inactive means mostly below about 7.6%;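 further: 0% = cells with vehicle only and 100% = reference agonist; strong numbers were not always called active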
Target sequence (P47898 whole entry, looked up): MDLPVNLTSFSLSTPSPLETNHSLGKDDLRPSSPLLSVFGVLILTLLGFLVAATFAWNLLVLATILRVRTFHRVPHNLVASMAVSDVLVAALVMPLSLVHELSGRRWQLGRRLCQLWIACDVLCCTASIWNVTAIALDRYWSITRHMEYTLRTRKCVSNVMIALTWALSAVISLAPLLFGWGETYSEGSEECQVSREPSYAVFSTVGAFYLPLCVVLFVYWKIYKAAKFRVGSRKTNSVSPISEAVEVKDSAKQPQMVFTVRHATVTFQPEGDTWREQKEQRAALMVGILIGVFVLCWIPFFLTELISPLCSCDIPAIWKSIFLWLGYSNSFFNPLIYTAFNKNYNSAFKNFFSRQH
MOR-DOR inv ag = mu-delta opioid heterodimer inverse agonism; cell-based MOR-DOR heterodimer luminescence; inhibition, % at 9.3 µM; 340,000 compounds, 0.21% hits; AID 504357; in the data active means inhibition above about 22%, passing the limit was not always enough;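 further: 0% = cells with DMSO and 100% = wells without cells with DMSO; values of inactives mirror those of a sister screen read the other way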
PfHsp90 yeast 2 = reduces growth (ATP signal) of yeast expressing P. falciparum Hsp90; S. cerevisiae expressing PfHsp90, BacTiter-Glo ATP, 48 h; yeast lacking PDR1 and PDR3 efflux regulators; AID 504621; inhibition, % at 9.4 µM; 310,000 compounds, 0.32% hits;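 active means every replicate shows inhibition above about 80%, whatever the replicate mean, limit read from the data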;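 further: 0% = DMSO neutral controls and 100% = 20 µM radicicol positive controls; yeast relying on Plasmodium falciparum Hsp90 in place of its own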
MOR-DOR ag = OPRM1-OPRD1 heterodimerization agonism; cells, luminescence; activation, % at 9.3 µM; 340,000 compounds, 0.3% hits; AID 504326; in the data active means activation above about 18%;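 further: 0% = vehicle-treated cells and 100% = reference agonist; values of inactives mirror those of a sister screen read the other way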
HTR5A inv ctr = inverse agonist of human HTR5A in OPRM1-OPRD1 counter-screen; 340,000 compounds, 0.083% hits; HTR5A cell line, luminescence, inverse agonism; P47898; inhibition, % at 9.3 µM; in the data active means inhibition mostly above about 23%, no sharp cut-off; inactive means mostly below about 18%;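 further: 0% = cells with DMSO and 100% = no-cell wells with DMSO; some compounds called inactive have numbers as strong as hits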
Mot1-301 SUMO = inhibitors of SUMOylation pathway: yeast Mot1-301 growth rescue; S. cerevisiae Mot1-301 growth rescue, ATP luminescence, 38.5C; percent above DMSO median, 100 means doubled; growth rescue, % at 18.8 µM; AID 2716; 320,000 compounds, 1% hits;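 active means every valid replicate shows activation above 250% relative to neutral control wells; inactive means the rest, any valid replicate at or below 250%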;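 further: OY570 slx delta 5 strain wells were the positive control but not used for scaling; some compounds called inactive have numbers as strong as hits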
Pemphigus Ab inh = blocks pemphigus antibody binding to human desmoglein-3; DSG3-coupled beads, scFv-anti-DSG3-GFP binding, flow cytometry; active compounds read low; binding (percent of control), % at 10 µM; 310,000 compounds, 0.48% hits; AID 588358;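 active means binding more than 3 SD below its plate's average and above zero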;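 further: hits lower antibody fragment binding to DSG3; some compounds called inactive have numbers as strong as hits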
* hit, by the source's call; . = not tested or not shown. No enrichment for hits. Share with any hit: about 3.2%.

SMILES | E coli growth | PKA-R1A activ | phage Ecoli inh | AddAB inh | HTR5A ag | MOR-DOR inv ag | PfHsp90 yeast 2 | MOR-DOR ag | HTR5A inv ctr | Mot1-301 SUMO | Pemphigus Ab inh
COC(=O)c1nc2n(n1)C(c1cccc(Cl)c1)C1=C(CC(C)(C)CC1=O)N2 (stereo not given) | -1.8 | -1 | -0.4 | -1.2 | 5 | 19 | -11 | -3.4 | -13 | -7 | 96
Cc1c(OCC(=O)NC2CCN(Cc3ccccc3)CC2)ccc2c3c(c(=O)oc12)CCC3 | -1.5 | -6 | 0.5 | 3.4 | 3 | -1 | 41 | 0.1 | -11 | 9 | 94
COc1ccccc1-c1cc(C2CC2)nc(N)c1C#N | -1.3 | 3 | 2.6 | -1.6 | 4 | 1 | -20 | -0.1 | -14 | 2 | 97
CCc1ccccc1NC(=O)Nc1cnccn1 | 0.2 | -2 | 1.0 | 0.2 | -3 | 6 | 7 | -1.2 | 2 | -2 | 104
COc1cccc(CCNC(=O)C2CCCN(c3ncnc4c3nc3n4CCCCC3)C2)c1OC (stereo not given) | -0.1 | -9 | 1.0 | -0.9 | 5 | 11 | 9 | -2.2 | 5 | -8 | 101
Cc1nnc(CN(C)Cc2cn[nH]c2-c2ccc(-c3ccccc3)cc2)o1 | 0.9 | 14 | 1.2 | 0.3 | -7 | 9 | -5 | -1.8 | -23 | -3 | 104
CC1CCCC(NC(=O)CCNC(=O)c2ccc(Br)cc2)C1C (stereo not given) | -0.2 | -2 | -0.1 | 1.0 | 1 | 13 | 23 | -2.4 | -13 | 41 | 97
CC1CCc2c(sc3nn[nH]c(=O)c23)C1 (stereo not given) | -2.0 | -3 | 1.2 | 0.6 | 0 | 5 | 1 | -0.9 | -16 | -4 | 80
CN1CCN(CCN2CCn3c2nc2ccccc23)CC1 | 1.4 | -6 | 1.2 | 2.7 | . | . | -3 | . | . | -1 | .
O=C(Nc1cccc(-c2nnc(-c3ccccc3)o2)c1)C1CC1 | -0.9 | -9 | 5.4 | 5.0 | 3 | -3 | 5 | 0.6 | 12 | 15 | 98
CCNC(=S)NNC(=O)c1cc(CC(C)C)nc2ccccc12 | -0.2 | 13 | 1.3 | 4.0 | -5 | 9 | 8 | -1.7 | 19 | 7 | 104
Cc1cccc(NC(=O)C2CCN(S(=O)(=O)c3ccc4c(c3)NC(=O)CO4)CC2)c1 | 0.3 | -11 | -2.8 | 2.0 | -2 | 6 | -1 | -1.2 | 8 | -5 | 107
CCN(CC)CCCn1c2c(c(SCC(=O)Nc3ccccc3Cl)nc1=O)CCC2 | -0.5 | 7 | 3.3 | 0.2 | -2 | 5 | . | -1.0 | 4 | -3 | 102
CCCCOc1ccc(C(=O)NCCC(=O)NCCCC(=O)OCC)cc1 | -0.2 | -5 | -0.4 | 1.7 | -2 | 2 | 3 | -0.5 | -5 | 6 | 115
CCCC(=O)Nc1nnc(COC)s1 | -0.6 | -2 | 1.6 | 0.5 | 1 | -1 | 7 | 0.2 | -3 | -3 | 93
COc1ccc(OC)c(C(=O)Cn2nnc(-c3ccc(N4CCOCC4)cc3)n2)c1 | -0.3 | 0 | 12* | 0.3 | 5 | -4 | -16 | 0.8 | -10 | 16 | 86
COCCn1nnnc1CN(Cc1cccnc1)Cc1cc2cc(OC)ccc2[nH]c1=O | . | -9 | 4.8 | . | 2 | 4 | -6 | -0.8 | -7 | . | .
N#CC1(NC(=O)COC(=O)c2nc(Cl)ccc2Cl)CCCCC1 | 1.1 | -2 | 2.8 | 0.3 | 0 | 19 | -9 | -3.9 | 17 | 0 | 104
CNC(=S)N(Cc1cccs1)Cc1cc2ccc(OC)cc2[nH]c1=O | -1.2 | 2 | 5.3 | 2.4 | -3 | 8 | -8 | -1.6 | 13 | 10 | 106
N=c1c2c(-c3ccccc3)c(-c3ccccc3)n(Cc3ccco3)c2ncn1CCCO | 1.6 | . | -2.0 | -0.3 | . | . | . | . | . | 267 | 97
O=C(NCC1CCCO1)C(c1ccc(N2CCOCC2)cc1)N(C(=O)Cn1nnc2ccccc21)c1ccccc1F (stereo not given) | -3.2 | -8 | 3.8 | -0.8 | 0 | -20 | . | 2.8 | 1 | -7 | 91
O=C(COC(=O)c1ccccc1NC(=O)c1ccco1)NC1CC1 | 0.0 | 14 | 2.6 | 3.1 | 0 | 16 | 17 | -3.5 | 1 | -8 | 102
O=c1cc(CO)oc(CN2CCC(Cc3ccccc3)CC2)c1O | 3.9 | -2 | 6.0 | 3.2 | -3 | 19 | 14 | -4.5 | 32 | 633 | 109
CC(NC(=O)c1nn(C)c2c1CS(=O)(=O)c1ccccc1-2)c1ccccc1 (stereo not given) | 2.1 | -3 | 5.6 | 0.2 | -5 | 15 | -34 | -2.8 | -5 | 264 | 106
Cn1c(=O)[nH]c2nc[nH]c2c1=O | 1.6 | -12 | 3.2 | 2.9 | 3 | 8 | 15 | -1.4 | -34 | -12 | 114
CCN(CC)S(=O)(=O)c1cccc(C(=O)N2CCCCC2)c1 | 2.5 | -3 | 1.7 | 2.5 | -3 | 8 | 26 | -1.4 | 9 | 11 | 107
Cc1nn(CC(=O)Nc2ccccn2)c(=O)c2ccccc12 | -2.4 | 1 | 1.4 | 0.7 | -1 | 3 | 5 | -0.5 | -10 | 6 | 92
Cc1ccc(OCCn2cc(C(=S)N3CCCC3)c3ccccc32)cc1C | 0.6 | 0 | 0.3 | 3.4 | 0 | 13 | -24 | -2.6 | -24 | -5 | .
C=CCn1c(O)c(N=NC(=S)Nc2ccccc2C)c2cc(S(=O)(=O)N3CCOCC3)ccc21 | 1.6 | -17 | 0.8 | -4.4 | -3 | -15 | -13 | 2.9 | 8 | -1 | 97
CCc1ccc(NC(=O)Cn2nnc(C(=O)NCc3ccc(OC)cc3)c2N)cc1 | -2.0 | 1 | 3.0 | 4.4 | 1 | -2 | -23 | 0.3 | -3 | 1 | 106

phage Ecoli inh, what is marked active above
SMILES | PKA-R1A activ | phage Ecoli inh | AddAB inh | MOR-DOR inv ag | PfHsp90 yeast 2 | MOR-DOR ag | Mot1-301 SUMO | Pemphigus Ab inh
COc1ccc(OC)c(C(=O)Cn2nnc(-c3ccc(N4CCOCC4)cc3)n2)c1 | 0 | 12* | 0.3 | -4 | -16 | 0.8 | 16 | 86

The listing continues.
SMILES | E coli growth | PKA-R1A activ | phage Ecoli inh | AddAB inh | HTR5A ag | MOR-DOR inv ag | PfHsp90 yeast 2 | MOR-DOR ag | HTR5A inv ctr | Mot1-301 SUMO | Pemphigus Ab inh
NCC12CC3CC(C1)CC(c1ccc(Cl)cc1)(C3)C2 | 1.1 | -9 | 3.2 | 2.1 | 9 | -36 | -1 | 6.9 | 7 | . | 106
Nc1cc2c(cc1Br)-c1ccccc1C2=NO | . | -7 | 4.2 | . | 6 | -10 | -3 | 2.0 | -24 | . | 98
COc1ccc(C2Nc3ccccc3C(=O)N2c2ccc(C)cc2)cc1Cn1nnc2ccccc21 (stereo not given) | 1.7 | -7 | 2.8 | 0.3 | -1 | -83 | 23 | 15 | 2 | -6 | 103
COC(=O)c1ccc(COC(=O)c2ccc(CS(=O)(=O)c3ccc(C)cc3)cc2)cc1 | 0.8 | -1 | 1.3 | -0.5 | -2 | -12 | -6 | 2.1 | 11 | . | .
CCOc1cc(/C=C2\CCCC(C(=O)C(F)(F)F)=C2O)ccc1O | -1.1 | -12 | 5.8 | 1.3 | -1 | 8 | 13 | -1.3 | 18 | -9 | 99
CCN1CCN(Cc2cccc(Oc3ccccc3)c2)CC1 | -3.4 | 12 | . | 1.1 | 2 | 6 | -16 | -1.1 | -1 | 10 | 108
O=C(/C=C/c1cccc(F)c1)Nc1cc(S(=O)(=O)N2CCOCC2)ccc1Cl | -0.1 | -6 | 0.8 | -1.1 | 3 | 11 | . | -2.1 | -10 | -24 | 97
CC(C)(C)OC(=O)N1CCCC(C(=O)Nc2cccc(C(=O)N3CCCC3)c2)C1 (stereo not given) | 0.4 | -3 | 2.8 | 1.9 | -3 | 15 | 21 | -2.7 | 9 | -23 | 101
Cc1ccc(S(=O)(=O)N2CCN(C(=O)COC(=O)C3CCC3)CC2)cc1 | -0.2 | -7 | 4.1 | 0.3 | -1 | -2 | -30 | 0.2 | 2 | 19 | 106
O=C(CCCc1ccccc1)NCCc1ccc(F)cc1 | 2.0 | -6 | 0.4 | 2.0 | 1 | 15 | 4 | -3.1 | -2 | -18 | 116
CCCn1nc2cc(C(=O)NCc3ccc(OC)cc3)ccc2c1OCC | 0.4 | -5 | -7.2 | 0.5 | 1 | 9 | -7 | -1.9 | 15 | -4 | 103
Cc1ccc([N+](=O)[O-])c(OCCN2CCc3ccccc3C2)c1 | -0.5 | -8 | 0.0 | -1.0 | 2 | -3 | 0 | 0.5 | -7 | 160 | 114
Cc1cc(C)c(C(=O)COC(=O)CCNS(=O)(=O)c2c(Cl)cccc2Cl)cc1C | -0.7 | 2 | 1.9 | 2.9 | 2 | -11 | -12 | 2.2 | 14 | 6 | 95
C/C(=N\NC(=O)CNC(=O)c1ccc(Br)cc1)c1ccco1 | -2.7 | 0 | 2.5 | 3.5 | 2 | 21 | -3 | -4.2 | 5 | 13 | 90
COC(=O)c1ccccc1NC(=O)Nc1cnccn1 | -3.6 | -2 | 0.1 | -0.7 | 2 | 6 | 19 | -1.5 | -4 | 10 | 99
Cc1ccc(NCC(O)Cn2cnc3c2c(=O)n(C)c(=O)n3C)cc1 (stereo not given) | 0.3 | 2 | 1.0 | 0.5 | 5 | 13 | -1 | -2.5 | 19 | 15 | .
CCc1nnc(NC(=O)CSc2nnc(C(C)NC(=O)c3ccccc3)n2C)s1 (stereo not given) | -0.8 | -2 | 1.8 | 3.2 | -4 | 11 | -18 | -1.8 | 11 | 15 | .
COc1ccccc1CNC(=O)CC(NS(=O)(=O)c1ccc(C)cc1)c1ccco1 (stereo not given) | -1.4 | -2 | 1.4 | 2.2 | -7 | 0 | . | 0.0 | 16 | 349 | 99
CC(C)(C)NC(=O)NC(=O)COc1ccccn1 | -1.1 | -2 | 1.3 | 1.4 | -2 | 8 | 22 | -1.5 | -3 | -14 | 107
CC(=O)NC(=O)NC1CSCC1OC(C)=O (stereo not given) | 0.8 | -10 | 2.3 | 1.0 | -5 | 6 | . | -1.3 | 11 | -10 | 111
COc1ccc(S(=O)(=O)N2CCc3ccccc32)cc1C(=O)N1CCN(C=O)CC1 | -2.8 | 0 | 1.1 | -0.6 | -1 | 11 | 18 | -3.0 | 9 | -8 | 103
Clc1ccc(OCCOCCOc2cccc3cccnc23)c(Br)c1 | -0.2 | 3 | 3.4 | 3.9 | -1 | -4 | -50 | 0.8 | -14 | 29 | 81
Cc1ccc(S(=O)(=O)c2nc(-c3ccc(F)cc3)oc2N2CCOCC2)cc1 | -4.1 | 7 | 1.1 | 0.2 | -2 | 10 | -30 | -1.8 | -18 | -8 | 103
CCn1c(SCC(=O)NNC(=O)Cc2ccccc2)nnc1-c1ccncc1 | -2.5 | 3 | 3.2 | 1.8 | -1 | 6 | 22 | -1.0 | -9 | 0 | 84
Cc1cc(C(=O)N/N=C/c2cccc([N+](=O)[O-])c2O)n[nH]1 | -0.9 | -4 | 2.6 | 2.0 | 0 | 8 | 8 | -1.1 | 24 | 38 | 102
